# Chronic BCR inh = blocks chronic active B-cell receptor signaling; ABC-DLBCL IkBa-CBG/CBR reporter, luminescence ratio, 4 h; Potency, µM (highest dose often 46.1 µM), without a hit: top-dose ratio change, negative = lower green/red ratio, most hits filed as inhibitors; 340,000 tested, 0.05% active; AID 493014; active means well fitted inhibition curve with a large enough effect in the signal ratio, with a control signal flat, not every such curve was filed as active; inconclusive means small, poorly fitted or top-dose-only effect, or effect the other way, or a change in a side signal; the % refers to the signal ratio;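 further: potency means the concentration at half of the fitted maximal effect; plate controls were basal doxycycline-induced cells for no effect and cells given 10 µM MG132 for full effect; MG132 reads +100%, hits lower the ratio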
#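 Compounds up to 46 uM were incubated four hours with TMD8 cells whose green CBG68 luciferase is fused to IkappaBalpha; red CBR luminescence normalised the signal, and concentration-effect curves were fitted to fusion, red and ratio data.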
# PKM2 act = increases activity of human pyruvate kinase M2. purified PKM2, Kinase-Glo ATP luminescence, activation; response scale: 0% is enzyme alone, no compound. Potency, µM (highest dose often 57.5 µM), inactives show top-dose activation, actives largely listed as activators. 260,000 tested, 0.34% active. AID 1631; further: potency means the concentration at half of the fitted maximal effect; on the % scale 0 is the no-effect control and ±100 the full control effect; nearly all actives have a fitted effect of over 55% in size
#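 Kinase-Glo luminescence reports ATP generated from ADP (0.1 mM) and PEP (0.5 mM) by purified hPK-M2 after 1 h at room temperature, pH 7.2 imidazole buffer; intermediate enzyme activity allows detecting inhibitors and activators.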
# Giardia kill = kills Giardia lamblia; Giardia lamblia trophozoite viability; activity change, % at 7.66 µM, hits read low; 340,000 tested, 0.15% active; in the data active means activity change below about -80%; inconclusive means between about -30% and that limit;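 further: parasites exposed to compound for two days anaerobically before the ATP read; on the % scale 0 is the no-effect control and ±100 the full control effect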
#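 Anaerobic 48 hrs incubation at 37 deg C of 100 trophozoites/well with test compounds; ATPLite 1-Step luminescence, 15-30 min RT, reports cellular ATP as viability.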
# S-ASM inh = blocks human secretory acid sphingomyelinase; Potency, µM (series often up to 57.5 µM), without a hit: at the top dose activity change, negative = inhibition, hits mostly inhibitors; 340,000 tested, 0.006% active; P17405; AID 504937; placental ASM, HMU-PC fluorogenic substrate, 60 min; further: potency means the concentration at half of the fitted maximal effect
#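 Steps: dispense placental human ASM, pin compound, wait 10 min at room temperature, add HMU-PC0 substrate at 9 uM final, incubate 60 min at 37 °C, add stop solution raising pH to 10, read fluorescence.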
# Integrin act MD = activates integrin-mediated alleviation for muscular dystrophy; AID 624291; alpha7betagal myoblasts, beta-gal FDG fluorescence, 48 h; Potency, µM (highest dose often 38.3 µM), inactives show top-dose activation, hits mostly activators; 350,000 tested, 0.064% active;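 further: potency means the concentration at half of the fitted maximal effect; 100% = response of the positive control SU9516; nearly all actives have a fitted effect of over 60% in size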
#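 alpha7betagal+/- myoblasts (passage 13, 250/well) treated 48 h at 37C with compounds at 1:260 dilution of DMSO stock. Lysed, then beta-galactosidase activity read as FDG fluorescence (ex 480/em 540) after 30 min, with pre-read for autofluorescence.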
# B2AR arrestin = agonists driving beta-arrestin recruitment to human beta2-adrenergic receptor. P07550. beta-arrestin recruitment to beta2AR, cell-based reporter. Potency, µM (highest dose often 46.1 µM), for the others: at the highest dose activation, usual class: activators. 330,000 tested, 0.02% active;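 further: potency means the concentration at half of the fitted maximal effect; 0% = DMSO controls and full agonism = EC100 isoproterenol or metaproterenol; nearly all actives have a fitted effect of over 65% in size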
# Target sequence (P07550 whole entry, looked up): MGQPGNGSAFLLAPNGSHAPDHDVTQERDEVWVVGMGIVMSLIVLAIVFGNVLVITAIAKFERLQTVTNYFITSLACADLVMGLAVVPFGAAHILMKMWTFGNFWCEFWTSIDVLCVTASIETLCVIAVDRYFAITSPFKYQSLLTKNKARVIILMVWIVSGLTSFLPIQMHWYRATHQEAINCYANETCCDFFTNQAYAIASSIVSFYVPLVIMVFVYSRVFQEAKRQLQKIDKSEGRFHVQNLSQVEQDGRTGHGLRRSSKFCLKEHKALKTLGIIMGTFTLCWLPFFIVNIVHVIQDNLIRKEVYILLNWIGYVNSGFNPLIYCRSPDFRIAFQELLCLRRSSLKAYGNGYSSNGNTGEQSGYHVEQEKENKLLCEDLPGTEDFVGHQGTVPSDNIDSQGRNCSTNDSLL
# Coupling enz = counter-screen for Giardia aldolase inhibitors: coupling enzyme system | activity change, negative = inhibition, % at 58.2 µM, hits read low | 290,000 tested, 0.67% active | AID 2472 | coupling enzyme system counterscreen, AmpLite Red fluorescence; in the data active means activity change below about -30%; further: on the % scale 0 is the no-effect control and ±100 the full control effect
#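 First, compound is pin-transferred into glyceraldehyde-3-phosphate coupling-enzyme reagent at 57.5 uM final and held 10 min at RT. Next, substrate, coupling system and AmpLite Red are added. After 20 min RT, fluorescence (525/598 nm) is read.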
# TSG101-PTAP inh = blocks PTAP/TSG101 interaction to inhibit HIV-1 budding; Fluorescence polarization, FITC-PTAP peptide / Tsg101 binding; 340,000 tested, under 10 active; Potency, µM (series often up to 115 µM), for the others: top-dose activity change, negative = inhibition, usual class: inhibitors; AID 493005; Q99816; active means well fitted inhibition curve with a large enough effect in the main read-out, with a control signal flat, not every such curve was filed as active; inconclusive means small, poorly fitted or top-dose-only effect, or effect the other way, or a change in a side signal; inactive means no such curve, though single readings can be large or run the other way; further: potency means the concentration at half of the fitted maximal effect; % of control where 0% means no effect
#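 Fluorescence anisotropy tracks displacement of a FITC-tagged PTAP peptide (50 nM) from the Tsg101 binding domain (10 uM), following a 20 min room-temperature incubation at pH 7.5.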
# GALK inhibitor = galactokinase (human) inhibition. Purified GALK, Kinase-Glo residual ATP luminescence. Potency, µM (top dose mostly 57.5 µM), for inactives: top-dose activity change, negative = inhibition, actives largely listed as inhibitors. P51570. 270,000 tested, 0.007% active; further: potency means the concentration at half of the fitted maximal effect; on the % scale 0 is the no-effect control and ±100 the full control effect
#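 Compounds were pin-transferred into ATP buffer (35 uM final), then GALK plus galactose (5 nM, 100 uM final) was added. After 1 h at room temperature, Kinase-Glo Plus was added and luminescence read after 10 min.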
# Menin MLL FP TR = inhibitors of human menin-MLL interaction, mutant MLL peptide; Menin + Texas Red MLL mutant peptide, fluorescence polarization; Potency, µM (highest dose often 61.6 µM), inactives show at the top dose FP activity change, negative = inhibition, usual class: inhibitors; 270,000 tested, 0.23% active; active means well fitted inhibition curve with a large enough effect in the polarisation, with a control signal flat, not every such curve was filed as active; inconclusive means small, poorly fitted or top-dose-only effect, or effect the other way, or a change in a side signal; inactive means no such curve, though single readings can be large or run the other way; the % refers to the polarisation; further: potency means the concentration at half of the fitted maximal effect; % of control where 0% means no effect; many of its hits are not listed in these tables
# Tb PFK inh = blocks T. brucei phosphofructokinase | AID 485367 | 330,000 tested, 0.17% active | O15648 | Potency, µM (doses to about 57.5 µM), for the others: at the top dose activity, negative = inhibition, most hits filed as inhibitors | T. brucei PFK, ADP-Glo luminescence;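 further: potency means the concentration at half of the fitted maximal effect; 0% = uninhibited 1x PFK enzyme wells and -100% = no-enzyme wells; nearly all actives have a fitted effect of over 60% in size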
# Target sequence (O15648 whole entry, looked up): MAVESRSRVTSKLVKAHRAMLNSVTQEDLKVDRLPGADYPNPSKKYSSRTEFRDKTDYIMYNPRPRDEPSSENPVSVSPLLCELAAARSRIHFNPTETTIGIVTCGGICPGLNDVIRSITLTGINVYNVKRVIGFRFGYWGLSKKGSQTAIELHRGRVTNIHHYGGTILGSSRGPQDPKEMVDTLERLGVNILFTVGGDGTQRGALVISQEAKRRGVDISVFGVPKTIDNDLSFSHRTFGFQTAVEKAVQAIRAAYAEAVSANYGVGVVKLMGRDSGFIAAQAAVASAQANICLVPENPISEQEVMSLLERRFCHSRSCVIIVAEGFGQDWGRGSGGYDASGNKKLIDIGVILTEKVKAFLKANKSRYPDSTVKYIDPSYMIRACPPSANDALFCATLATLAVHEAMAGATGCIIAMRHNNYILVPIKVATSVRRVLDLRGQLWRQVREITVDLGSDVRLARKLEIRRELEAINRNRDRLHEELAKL
#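 Activity is normalized to no-enzyme wells (full inhibition) and 1.25 nM enzyme wells (no inhibition). Reaction: 0.5 mM F6P, 0.1 mM ATP, 45 min RT, ADP-Glo luminescence; concentration-response curves fitted and classed by quality.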
# * = called active by the depositor; ? = inconclusive; . = no result given; [ ] = another dose, or the depositor's remark. Unless noted, the call rests on the fitted dose curve; in most records, active means well fitted curve in the direction sought with a large enough effect; inconclusive means small, poorly fitted or top-dose-only effect, or another doubt; inactive means no such curve, though single readings can be large; an effect the other way counts as inactive or inconclusive.
SMILES,Chronic BCR inh,PKM2 act,Giardia kill,S-ASM inh,Integrin act MD,B2AR arrestin,Coupling enz,TSG101-PTAP inh,GALK inhibitor,Menin MLL FP TR,Tb PFK inh
CCOc1ccc(-c2nnn(CC(=O)NCc3ccco3)n2)cc1OCC,-4%,-4%,-18,0%,-21%,0.1%,-1,1%,-4%,3%,2%
Nc1c(Cl)cc(C2=NCCn3nc4cc([N+](=O)[O-])ccc4c32)cc1Cl,?,.,-13,-9%,-24%,0.3%,.,-3%,.,.,-5%
NCCCC[C@@H](C(=O)N1CCNCC1)n1cc(CCC(=O)O)nn1,.,2%,-9,-4%,22%,0.0%,2,-2%,9%,-7%,-3%
COc1ccc(C2=NOC(C(=O)NCCCN3CCOCC3)C2)cc1 (stereo not drawn),-1%,4%,-6,-2%,-8%,-0.7%,0,4%,0%,1%,-4%
CS(=O)(=O)N(CC(=O)NCCSCc1ccccc1)c1ccccc1,5%,17%,4,1%,0%,0.4%,-3,-2%,0%,-2%,4%
CC(NC(=O)[C@H](C)NC(=O)C1CC(=O)N(c2ccc3c(c2)OCO3)C1)c1ccccc1 (stereo partly drawn),-3%,.,-11,1%,-14%,0.7%,-3,-10%,5%,-1%,-5%
CCN(C1CCCCC1)S(=O)(=O)c1cc2c3c(c1)CCN3C(=O)CC2,4%,.,38[activator],7%,14%,-0.4%,.,-3%,.,.,12%
O=C(NCC1CCCO1)c1cc(-c2ccccc2)nc2ccccc12 (stereo not drawn),0%,-10%,-26,-3%,?,0.1%,-2,-6%,1%,.,0%
COc1ccc(OC)c(NC(=O)CN2C(=O)C3(OCCCO3)c3ccccc32)c1,-1%,-11%,-25,3%,2%,-0.5%,0,-13%,-4%,-2%,-1%
NC(=O)c1c(NC(=O)C2CCCO2)sc2c1CCCC2 (stereo not drawn),?,7%,-21,0%,7%,-0.7%,2,-4%,0%,22%,0%
CCC(CC)C(=O)NCCc1cc2ccc(C)c(C)c2[nH]c1=O,-1%,5%,.,.,.,0.1%,2,.,0%,-1%,-3%
O=C(c1ccc(CNS(=O)(=O)c2ccc(Br)cc2)cc1)N1CCCCCC1,-16%,.,-5,0%,-45%,0.2%,.,-6%,6%,.,0%
O=C(c1cc(-c2cccc(O)c2)on1)N1CCCCCC1,?,4%,11,-2%,11%,-0.5%,3,-1%,0%,12%,5%
CC(C)N(C(=O)[C@H]1C[C@H](CC(=O)NCCN2CCOCC2)C(=O)N2CCc3c([nH]c4cc(-c5ccco5)ccc34)[C@]12C)C(C)C,?,.,-10,-18%,-17%,-0.1%,.,-5%,.,.,-1%
CC(=O)Nc1ccccc1C(=O)N1CCN(c2cccc(C)c2C)CC1,-18%,-3%,7,-2%,-16%,-0.7%,-2,2%,2%,11%,0%
CCN(C(=O)CCc1nnc2ccc(N3CCC4(CC3)OCCO4)nn12)c1ccccc1,-1%,1%,-18,3%,-21%,-0.8%,1,0%,6%,-1%,-1%
CCN(CC)c1ccc(NC(=O)CN2CCN(CC(=O)Nc3ccccc3OC)CC2)cc1,-11%,.,-1,2%,-4%,-0.2%,2,-2%,.,?,-2%
C=C(Br)Cn1c(CCCC)nc2ccccc21,3%,-7%,12,0%,-5%,-0.2%,1,-5%,0%,-23%,19%
CCc1ccc(NC(=O)C2CC(=O)N(C(C)C)C2)cc1 (stereo not drawn),0%,0%,-5,-2%,17%,-0.3%,2,-3%,-4%,-6%,-9%
COc1cccc(NC(=O)CN(C)C(=O)c2cc3c(s2)CCC3)c1,0%,.,-6,3%,-12%,0.0%,.,-4%,.,.,-6%
Cc1ccc(NC(=O)NC2CCN(S(=O)(=O)c3ccc(F)cc3)CC2)cc1,?,5%,-1,-2%,12%,0.2%,4,-8%,-1%,?,0%
COc1ccc(-c2[nH]ncc2/C=N/NC(=O)c2ccc(Br)cc2)c(OC)c1,4%,9%,14,-1%,-26%,-0.2%,0,-4%,-1%,-1%,-5%
O=c1[nH]nc(-c2cccs2)c2ccccc12,3%,2%,-12,-2%,17%,-0.2%,1,-3%,-1%,-19%,2%
COc1ccc(N2CCN(C3CCCCC3NS(=O)(=O)c3ccc(Cl)cc3)CC2)cc1 (stereo not drawn),?,.,-6,0%,-19%,0.3%,.,1%,0%,.,1%
C=CCn1c(SCC(=O)Nc2cc(C)on2)nnc1-c1ccccc1F,0%,.,11,2%,?,-0.6%,.,-1%,.,.,1%

# Next section
SMILES,Chronic BCR inh,PKM2 act,Giardia kill,S-ASM inh,Integrin act MD,B2AR arrestin,Coupling enz,TSG101-PTAP inh,GALK inhibitor,Menin MLL FP TR,Tb PFK inh
Cc1cccc(OCC(=O)NCC(=O)N/N=C/c2ccc([N+](=O)[O-])cc2)c1,4%,6%,-4,-3%,0%,0.3%,0,0%,-1%,19%,-7%
CCOC(=O)c1c(NC(=O)C2CC2)sc(C)c1CC,1%,-12%,-5,-8%,10%,4.1%,-4,-6%,2%,-10%,4%
COc1cc(OC)cc(C(=O)Oc2ccc(/C=N/Nc3nc4ccccc4s3)cc2OC)c1,?,5%,-21,-6%,-18%,0.0%,-3,1%,1%,?,2%
COc1ccc(Nc2ccc([N+](=O)[O-])c3nonc23)c(OC)c1,?,-1%,?,0%,27%,-0.5%,-3,-5%,2%,?,0%
CCOC(=O)C1=C(C)NC2=C(C(=O)CC(c3cccs3)C2)C1c1cccs1 (stereo not drawn),?,1%,-2,142%[activator],-47%[inhibitor],-0.3%,1,-1%,1%,2%,8%
COc1cc2ccc3c(CCN(C)C)cc(OC)c(OC)c3c2cc1OC,-5%,-2%,-22,3%,-72%[inhibitor],0.1%,2,-6%,2%,1%,5%
COC(=O)Cn1c2ccccc2c2nc(C)sc21,-2%,10%,13,-7%,-19%[7.66 µM],-0.4%,-6,-2%,-1%,-3%,-1%
COc1ccc(/C=N/NC(=O)c2cc(C)on2)c2ccccc12,-14%,-2%,-1,-1%,14%,-0.4%,1,1%,-3%,.,0%
CCCCN(CCCC)CCCNC(=O)C12CN(Cc3ccccc3)CC1C(c1cccc([N+](=O)[O-])c1)=NO2 (stereo not drawn),?,-3%,11,1%,6%,-0.3%,-4,-11%,-1%,4%,-2%
O=C(NC1c2ccccc2-c2ccccc21)c1ccco1,-11%,1%,-21,-1%,-42%,-0.4%,2,-1%,-1%,-21%,5%
CC(=O)c1c(C(C)=O)c(C)n(-c2nc(-c3ccccc3)c(C)s2)c1C,?,5%,-16,1%,-23%,-0.2%,2,-4%,0%,-17%,-5%
CCC(NC(=O)NCc1cccnc1)(C(F)(F)F)C(F)(F)F,10%,14%,3,4%,3%,0.1%,1,-4%,4%,12%,-2%
COc1cc(/C=C/C(=O)OCC(=O)Nc2cc(S(=O)(=O)N3CCOCC3)ccc2Cl)cc(OC)c1OC,-2%,.,3,-10%,-18%,0.1%,.,-3%,.,.,-1%
CC1=CC2=NC(=O)/C(=C/c3coc4ccccc4c3=O)C(=N)N2O1,16%,9%,1,7%,9%,?,3,?,0%,.,20%

# Some of these compounds in order of their number in B2AR arrestin, descending.
Molecule	PKM2 act	S-ASM inh	Integrin act MD	B2AR arrestin	TSG101-PTAP inh	GALK inhibitor	Menin MLL FP TR
COc1cc(OC)cc(C(=O)Oc2ccc(/C=N/Nc3nc4ccccc4s3)cc2OC)c1	5%	-6%	-18%	0.0%	1%	1%	?
CC(=O)c1c(C(C)=O)c(C)n(-c2nc(-c3ccccc3)c(C)s2)c1C	5%	1%	-23%	-0.2%	-4%	0%	-17%
O=C(NC1c2ccccc2-c2ccccc21)c1ccco1	1%	-1%	-42%	-0.4%	-1%	-1%	-21%

# Molecules above that have an NH in an aromatic ring (four):
SMILES,Chronic BCR inh,PKM2 act,Giardia kill,S-ASM inh,Integrin act MD,B2AR arrestin,Coupling enz,TSG101-PTAP inh,GALK inhibitor,Menin MLL FP TR,Tb PFK inh
CCC(CC)C(=O)NCCc1cc2ccc(C)c(C)c2[nH]c1=O,-1%,5%,.,.,.,0.1%,2,.,0%,-1%,-3%
CC(C)N(C(=O)[C@H]1C[C@H](CC(=O)NCCN2CCOCC2)C(=O)N2CCc3c([nH]c4cc(-c5ccco5)ccc34)[C@]12C)C(C)C,?,.,-10,-18%,-17%,-0.1%,.,-5%,.,.,-1%
COc1ccc(-c2[nH]ncc2/C=N/NC(=O)c2ccc(Br)cc2)c(OC)c1,4%,9%,14,-1%,-26%,-0.2%,0,-4%,-1%,-1%,-5%
O=c1[nH]nc(-c2cccs2)c2ccccc12,3%,2%,-12,-2%,17%,-0.2%,1,-3%,-1%,-19%,2%

# Screening data as filed in PubChem.

# Not all compounds are listed; rates above refer to the full screens.
